Screening results deposited in PubChem by National Center for Advancing Translational Sciences (NCATS).
TDP1 inh: qHTS Assay for Inhibitors of Tyrosyl-DNA Phosphodiesterase (TDP1); recombinant TDP1, AlphaScreen DNA substrate cleavage; actives 0.28% (n = 350,000); Potency, µM (top dose mostly 130 µM), for the others: at the top dose activity change, negative = inhibition, most hits filed as inhibitors; further: nearly all actives have a fitted effect of over 40% in size
Target sequence (Q9NUW8 whole entry, looked up): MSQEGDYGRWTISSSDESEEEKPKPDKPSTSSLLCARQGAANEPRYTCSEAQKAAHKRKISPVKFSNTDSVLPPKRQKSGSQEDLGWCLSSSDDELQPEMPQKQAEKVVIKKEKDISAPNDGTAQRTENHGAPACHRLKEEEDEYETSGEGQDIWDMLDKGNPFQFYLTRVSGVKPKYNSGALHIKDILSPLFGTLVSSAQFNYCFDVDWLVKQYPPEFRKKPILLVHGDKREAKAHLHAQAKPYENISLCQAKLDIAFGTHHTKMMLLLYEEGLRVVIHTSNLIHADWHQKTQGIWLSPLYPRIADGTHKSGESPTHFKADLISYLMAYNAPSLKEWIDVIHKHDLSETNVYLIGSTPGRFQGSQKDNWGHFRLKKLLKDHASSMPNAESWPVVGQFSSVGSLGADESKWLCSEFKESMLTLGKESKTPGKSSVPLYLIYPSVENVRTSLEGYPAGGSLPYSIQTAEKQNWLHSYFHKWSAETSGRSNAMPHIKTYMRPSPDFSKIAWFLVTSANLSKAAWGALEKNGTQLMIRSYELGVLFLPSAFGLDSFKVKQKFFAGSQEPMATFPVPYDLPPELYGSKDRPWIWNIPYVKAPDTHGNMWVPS
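Compounds were preincubated with Tdp1 (1 nM final) for 15 min at room temperature before substrate (15 nM final) started a 5 min reaction; beads (10 ug/ml final) were then added for 10 min before AlphaScreen detection.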
FEN1 inh: qHTS Assay for the Inhibitors of Human Flap endonuclease 1 (FEN1) | P39748 | Recombinant FEN1 flap cleavage, fluorescence, 15 min | Potency, µM (titrated, usually from 114 µM), for the others: at the top dose activity change, negative = inhibition, usual class: inhibitors | actives 0.35% (n = 390,000); further: nearly all actives have a fitted effect of over 65% in size
Target sequence (P39748 whole entry, looked up): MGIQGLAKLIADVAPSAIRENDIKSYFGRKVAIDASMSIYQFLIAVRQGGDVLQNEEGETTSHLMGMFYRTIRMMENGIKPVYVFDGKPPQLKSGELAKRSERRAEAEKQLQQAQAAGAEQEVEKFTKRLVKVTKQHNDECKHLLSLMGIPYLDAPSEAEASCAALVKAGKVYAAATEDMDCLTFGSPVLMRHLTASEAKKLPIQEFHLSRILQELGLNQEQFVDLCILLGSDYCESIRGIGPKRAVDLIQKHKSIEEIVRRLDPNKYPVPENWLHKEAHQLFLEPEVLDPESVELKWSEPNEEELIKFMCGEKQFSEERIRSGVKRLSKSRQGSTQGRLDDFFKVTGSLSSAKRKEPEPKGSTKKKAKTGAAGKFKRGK
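In this screen, 50 nM flap DNA substrate was added to 10 nM FEN1 pretreated with compound for 15 min at room temperature; cleavage was followed with reads at 0 and 15 min, and Hill fitting gave concentration–response parameters.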
N370S GC: qHTS Assay for Inhibitors and Activators of N370S glucocerebrosidase as a Potential Chaperone Treatment of Gaucher Disease; Lysosomal acid glucosylceramidase (Homo sapiens), P04062; N370S GC spleen homogenate, 4MU-glucoside fluorescence; Potency, µM (titrated, usually from 59.4 µM), inactives show at the highest dose activity change, negative = inhibition, most hits filed as inhibitors; actives 0.092% (n = 330,000);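 further: 0% = full enzyme activity and -100% = no enzyme basal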
The depositor's hits bear a star; u = inconclusive; x = no result given; [ ] = another dose, or the depositor's remark. The call rests on the fitted dose curve; in most records, active means well fitted curve in the direction sought with a large enough effect; inconclusive means small, poorly fitted or top-dose-only effect, or another doubt; inactive means no such curve, though single readings can be large; an effect the other way counts as inactive or inconclusive. Unless noted, on the % scale 0 is the no-effect control and ±100 the full control effect; potency means the concentration at half of the fitted maximal effect.

Results follow in this order: TDP1 inh | FEN1 inh | N370S GC
> O=C(CN1CCN(C(=O)C2COc3ccccc3O2)CC1)Nc1ccc(F)cc1 (configuration not stated)
    -1% | 17% | -22%
> Cc1ccc(CNC(=O)[C@H](C)[C@H]2C[C@]2(C)[C@H](NC(=O)OCc2ccccc2)c2ccccc2)c(F)c1F
    -1% | x | -6%
> COc1ccc(CCNC(=O)CCS(=O)(=O)c2ccc3nc(C)sc3c2)cc1OC
    x | -1% | -1%
> Cc1ccc(NS(=O)(=O)c2ccc3c(c2)CCCN3C(=O)C2CCC2)cc1Cl
    2% | -1% | x
> Cn1ncc2c(Nc3ccc(O)cc3)nc(Cl)nc21
    -5% | -11% | -21%
> COc1ccc(OCC(=O)N/N=C(\C)c2cc3ccccc3o2)cc1
    6% | -2% | -24%
> CCc1ccccc1-n1c(SCC(=O)c2c(N)n(C3CC3)c(=O)[nH]c2=O)nnc1N1CCOCC1
    2%[56.1 µM] | 7% | x
> CN1CCN(C(=O)c2cc(-c3ccccc3)on2)CC1
    0% | -13% | 0%
> COc1ccc(CNC(=O)C(C)N(Cc2ccccc2OC)C(=O)c2snc(C(N)=O)c2N)cc1 (configuration not stated)
    x | -3% | 10%
> Cn1c(C(=O)NCCN2CCOCC2)cc2c(=O)n3ccccc3nc21
    1% | -3% | u
> CNc1nc(OCCNC(=O)Nc2ccccc2)nc(N2CCOCC2)n1
    -5% | -8% | 8%
> CC[C@H](C)[C@@H](C(=O)NCCCCCCCCCCC(=O)N1CCN(C(=O)OC(C)(C)C)CC1)n1cc(CCCCCNC(=O)OC(C)(C)C)nn1
    3% | 13% | -1%
> CC(NC(=O)Cn1cc(C(F)(F)F)ccc1=O)c1ccc(F)cc1 (configuration not stated)
    0% | -1% | -3%
> CCCc1nc2cc3c(cc2[nH]1)n(C)c(=O)n3C
    x | -1% | -4%
> Cn1cc(/C=C(\NC(=O)c2ccccc2)C(=O)NCCCN2CCOCC2)c2ccccc21
    1% | -4% | -5%
> NNC(=O)c1ccc(COc2ccc3ccccc3c2)o1
    x | -2% | -17%
> CCOc1ccc(S(=O)(=O)N2CCCCC2)cc1NC(=O)CN1C(=O)NC(C)(C2CC2)C1=O (configuration not stated)
    -1%[56.1 µM] | u | x
> CCOC(=O)N1CCN(C(=O)CN(c2ccccc2F)S(=O)(=O)c2ccc(C)cc2)CC1
    3%[12.3 µM] | -14% | x
> C=C(C)CSc1nnc(-c2ccc(OC)c(OC)c2)n1N
    -2% | -1% | 18%
> C=CCn1c(=O)c2c(nc(-c3ccccc3)n2C)n(C)c1=O
    -1% | x | 0%
> CCOC(=O)c1c(C)n(C)c2c(C)cc(O)c(OC(=O)CC)c12
    -1% | -2% | 5%
> CCCCn1c(=N)c(S(=O)(=O)c2ccc(Br)cc2)cc2c(=O)n3cccc(C)c3nc21
    1% | 17% | 0%
> CCOC(=O)c1nn(-c2ccc3c(c2)OCCO3)cc1O
    3% | 2% | -3%
> CCOC(=O)c1cn(CC)c2cc(F)c(F)cc2c1=O
    1% | 4% | -3%
> COc1ccc(OC)c(NC(=O)CSc2nnc(NC(=O)c3ccco3)s2)c1
    -2% | -3% | -3%
> O=C(Nc1ccc(OC(F)(F)F)cc1)NC1CCC(Oc2ccc(C(=O)O)cc2)CC1 (configuration not stated)
    0% | -14% | x
> CCOC(=O)C1=C(N)Oc2cc(O)ccc2C1c1cccc([N+](=O)[O-])c1 (configuration not stated)
    0% | -3% | -2%
> CCN(CC)CCSc1nnc2c3cc(C)ccc3n(Cc3ccccc3)c2n1
    1% | u | -6%
> CCn1c(COc2ccccc2)nnc1SCC(=O)NCc1ccco1
    -3% | 18% | -13%
> CC(=O)N1CCN(C(=O)C(=O)Nc2c3c(nn2-c2ccc(Cl)cc2)CSC3)CC1
    -3% | 19% | x
> O=C(Nc1cccc(O)c1)c1cnn2cccnc12
    1% | 2% | 15%
> Cn1c(/C=C/c2cccc(Br)c2)nc2ccccc2c1=O
    x | 1% | 0%
> Cc1ccc(S(=O)(=O)NC(=O)NCC2CCN(S(=O)(=O)c3ccccc3)CC2)cc1
    x | 4% | -9%
> C[C@H]1CCC[C@]2(C)C[C@H]3OC(=O)C(CN4CCCCCC4)[C@H]3C=C12 (some centres not stated)
    x | 11% | -4%
> Cc1ccc(S(=O)(=O)N(CC(=O)c2ccccc2)C(=O)N2CCN(C)CC2)cc1
    x | 1% | -2%
> CC(C)(C)C(=O)NC(=S)Nc1cccc(C(=O)O)c1
    -11% | 4% | 10%
> Cc1nc2ccccn2c1P(=Nc1ccccc1)(N(C)C)N(C)C
    3% | 8% | 1%
> CNC(=O)C1CC(=O)N(Cc2ccccc2)C(=Nc2ccc(OC)cc2)S1 (configuration not stated)
    2% | -7% | -8%
> CCc1[nH]nc(C(=O)N2CCCC(CCC(=O)N3CCN(c4ccccn4)CC3)C2)c1C (configuration not stated)
    0% | 1% | 9%
> COC(=O)CCC(=O)N1CCCC(CO)(Cc2ccccc2F)C1 (configuration not stated)
    x | 22% | 2%

Shown with each value named: entries from further up.
Cn1c(/C=C/c2cccc(Br)c2)nc2ccccc2c1=O
- TDP1 inh: x
- FEN1 inh: 1%
- N370S GC: 0%

COc1ccc(OCC(=O)N/N=C(\C)c2cc3ccccc3o2)cc1
- TDP1 inh: 6%
- FEN1 inh: -2%
- N370S GC: -24%

(cont.)
Results follow in this order: TDP1 inh | FEN1 inh | N370S GC
> COCC(=O)N1CCN(c2cccc(Cl)c2)CC1
    -3% | 1% | 8%
> COc1ccc(-c2ccc3c(c2)S(=O)(=O)c2cccc(C(=O)NC4CC4)c2C3=O)cc1OC
    -10% | -7% | x
> CCOC(=O)CCSc1nc(-c2ccc3c(c2)OCO3)cc(C(F)(F)F)c1C#N
    -2% | 9% | 1%
> Cc1noc(C)c1-c1ccc2ncnc(NCc3ccc4c(c3)OCO4)c2c1
    11% | x | -4%
> Cc1nc2c(-c3ccccc3)cnn2c(N2CCOCC2)c1C
    x | -9% | -4%
> Cc1cc(OCC(=O)NCC2(N3CCOCC3)CCCCC2)ccc1Cl
    -7% | -24% | x
> COc1cc(NC(=O)c2ccnnc2)cc(C(=O)Nc2cccc(C(F)(F)F)c2)c1
    4% | -23% | -25%
> O=C(Nc1ccc(F)cc1)C(c1ccccc1)N1CCN(S(=O)(=O)c2ccccc2)CC1 (configuration not stated)
    -1% | -9% | -1%
> O=C1CNC(=O)/C1=C/c1ccc(Br)cc1
    4% | 0% | -1%
> COc1ccc(OC)c(NS(=O)(=O)c2cc3c(cc2Cl)N(C(C)=O)CCO3)c1
    -6% | -17% | x
> CCCC1CC(C)(C(=O)CSc2n[nH]c(-c3ccccc3)n2)OC1=O (configuration not stated)
    5% | -4% | 14%
> O=c1[nH]c(CCl)nc2cc(-c3ccc(F)cc3)sc12
    4%[0.0935 µM] | -14% | -8%
> CCc1cccc(C)c1NC(=O)c1cc(S(=O)(=O)N2CCCCCC2)cn1C
    2% | -6% | x
> Cc1nnc2c3ccccc3nc(Nc3ccccc3C(=O)O)n12
    -2% | u | x
> COc1ccc([C@H]2C=C3CN(C(=O)OC(C)(C)C)S(=O)(=O)[C@H]3C[C@H]2OC(=O)c2ccc(C(F)(F)F)cc2)cc1
    x | -22% | -2%
> CCC(C)NC(=O)C1CC(=O)N(CCc2ccc(F)cc2)C1 (configuration not stated)
    1% | 0% | -1%
> COc1ccc(Cc2nc3c4cnn(-c5ccccc5Br)c4ncn3n2)cc1
    2% | 4% | x
> COc1cccc(C(=O)NC2=NC(c3ccccc3F)CC(=O)N2)c1 (configuration not stated)
    3% | 20% | x
> Cc1ccc(C(=O)Nc2ccc3[nH]c(=O)c(=O)[nH]c3c2)cc1
    0%[12.3 µM] | -27% | x
> COc1ccc(CCNC(=O)CC(C)(C)CC2=NS(=O)(=O)c3ccccc3N2)cc1OC
    1% | -9% | 4%

Record cards (already shown).
Entry for CNC(=O)C1CC(=O)N(Cc2ccccc2)C(=Nc2ccc(OC)cc2)S1 (configuration not stated) → TDP1 inh = 2%; FEN1 inh = -7%; N370S GC = -8%
Entry for Cn1ncc2c(Nc3ccc(O)cc3)nc(Cl)nc21 → TDP1 inh = -5%; FEN1 inh = -11%; N370S GC = -21%
Entry for CCCc1nc2cc3c(cc2[nH]1)n(C)c(=O)n3C → TDP1 inh = x; FEN1 inh = -1%; N370S GC = -4%

The list continues.
| molecule | TDP1 inh | FEN1 inh | N370S GC |
| --- | --- | --- | --- |
| CCc1nc2ccccc2c(=O)n1NC(=O)c1c(O)c2ccccc2[nH]c1=O | 2% | -15% | 23% |
| Nc1ccc(Br)cc1-c1nc2ccccc2[nH]c1=O | 6% | 7% | u |
| COc1cc(/C=C/C(=O)OCC(=O)NC(=O)NC23CC4CC(CC(C4)C2)C3)ccc1OCC#N | 8% | -13% | -4% |
| Cc1ccc(/C=C2/C(=N)N3N=C(CC(=O)N4CCCC4)SC3=NC2=O)o1 | -1% | 14% | -14% |
| Cc1ccccc1CNCCCSc1nnnn1-c1ccccc1 | -6% | 5% | x |
| CCOC(=O)c1sc(NC(=O)c2cc3c(s2)CCC(C)C3)nc1C (configuration not stated) | 3% | -3% | 7% |
| COc1ccc(CC(=O)NNS(=O)(=O)c2ccc(F)cc2)cc1 | 6%[0.0935 µM] | -1% | -2% |
| Cc1cc(C)c(C#N)c(SCC(=O)Nc2ccccc2)n1 | 5% | -14% | 6% |
| CCOc1ccc(-n2nc3ccc(NC(=O)c4ccc(-c5cccc(Cl)c5)o4)cc3n2)cc1 | 0%[12.3 µM] | -5% | x |
| Cc1ccc(CNC(=O)c2cc3c(=O)n4ccccc4nc3n(Cc3ccco3)c2=N)cc1 | 4% | -4% | -11% |
| COc1ccccc1NC(=O)c1nn(-c2ccc(F)c(F)c2)ccc1=O | 4% | 5% | 6% |
| COc1ccc(/C=C/C(=O)NC(=S)NN2CCCCC2c2cccnc2)cc1OC (configuration not stated) | 0% | -6% | -3% |
| CN(C)S(=O)(=O)c1cccc(NC(=O)COC(=O)c2ccc([N+](=O)[O-])o2)c1 | 4% | 50µM* | -1% |
| CCC(C)(C)C1CCC(NC(=O)c2ccc(S(=O)(=O)N3CCOCC3)cc2)CC1 (configuration not stated) | -3%[56.1 µM] | -24% | x |
| CSc1ccccc1C(=O)NCCSc1ccccc1 | 1% | -8% | 4% |
| O=C(Cn1ccn(-c2cccc(Cl)c2)c(=O)c1=O)NCCc1ccccc1 | -3% | 1% | x |
| Cc1cc(=O)oc2c(C)c(OCC(=O)Nc3cccnc3)ccc12 | 1% | -13% | -4% |
| CCn1cc(/C=C/C(=O)c2ccc(O)cc2)c(C)n1 | 7% | -4% | -13% |
| O=C1/C(=C\c2ccc(O)c(O)c2)SC(=S)N1Cc1ccccc1 | x | u | -13% |
| O=C(COc1ncnc2c1cnn2-c1ccccc1)Nc1ccc(S(=O)(=O)N2CCCCC2)cc1 | 8% | -8% | 1% |
| CCCCOc1ccc(C2c3c(oc4ccc(C)cc4c3=O)C(=O)N2CCCN(C)C)cc1OCC (configuration not stated) | -1% | 3% | x |
| COc1ccc(CNC(=O)c2nccnc2CO)cc1 | x | 3% | -1% |
| CCN(CCCNC(=O)C1CCN(S(=O)(=O)N2CCOCC2)CC1)c1cccc(C)c1 | 0% | 0% | -17% |
| O=C(CNC(=O)C1COc2ccccc2O1)N/N=C\c1cccc(O)c1 (configuration not stated) | 5% | -3% | 5% |
| Cc1nonc1-c1ccc2c(c1)OCO2 | 0% | 11% | 10% |
| COc1ccc(C(CC(=O)NCc2ccco2)c2ccc(F)cc2)cc1 (configuration not stated) | 6% | 12% | -24% |
| COc1ccc(C(=O)Nc2cccc(-c3ccc(N4CCOCC4)nn3)c2)cc1 | 0% | 0% | -5% |
| C#CCOCCOCCOCCNc1nc(N2CCOCC2)nc(N2CCN(C(=O)[C@H](CC(N)=O)n3cc(C(N)[C@@H](C)CC)nn3)CC2)n1 (some centres not stated) | 2% | -2% | x |
| CC1CC(C)CN(C(=O)CCn2c(=O)oc3ccccc32)C1 (configuration not stated) | 3% | 0% | -2% |
| CCC(C)n1c(SCC(=O)NCCc2ccc(S(N)(=O)=O)cc2)nc2ccsc2c1=O (configuration not stated) | -5% | -4% | 8% |
| COc1ccc(-c2cc(C(=O)Nc3c(C)nn(Cc4ccc(F)cc4)c3C)no2)cc1OC | 2% | -10% | x |
| O=C(COC(=O)c1ccc(Br)cc1)NCc1ccc(F)cc1 | 5% | -2% | 7% |
| CCOC(=O)c1sc(NC(=O)c2nc3ncccn3n2)c(C(=O)OC(C)C)c1C | 1% | 4% | x |
| CCOCCCNC(=O)c1cn(CC)c2ccc(S(=O)(=O)N3CCCC3)cc2c1=O | 2% | -1% | -10% |
| O=C(O)C1CCCN1C(=O)c1cccs1 (configuration not stated) | 0%[56.1 µM] | 5% | 4% |
| COc1ccc2c(c1)CCc1c(C(=O)NCCc3ccc(OC)c(OC)c3)noc1-2 | 0% | -14% | -3% |
| S=C(NCCCc1ccccc1)Nc1ccccc1Cl | -1% | -22% | 5% |
